Source: PubChem BioAssay (National Center for Advancing Translational Sciences (NCATS))
TDP1 inh: TDP1 (human) enzyme inhibition | Q9NUW8 | AID 485290 | hit rate 0.28% among 350,000 | recombinant TDP1, AlphaScreen DNA substrate cleavage | Potency, µM (series often up to 130 µM), without a hit: at the highest dose activity change, negative = inhibition, usual class: inhibitors; active = well fitted inhibition curve with a large enough effect; inconclusive = small, poorly fitted or top-dose-only effect; inactive = no such curve, though single readings can be large or run the other way; also: nearly all actives have a fitted effect of over 40% in size
Target sequence (Q9NUW8 whole entry, looked up): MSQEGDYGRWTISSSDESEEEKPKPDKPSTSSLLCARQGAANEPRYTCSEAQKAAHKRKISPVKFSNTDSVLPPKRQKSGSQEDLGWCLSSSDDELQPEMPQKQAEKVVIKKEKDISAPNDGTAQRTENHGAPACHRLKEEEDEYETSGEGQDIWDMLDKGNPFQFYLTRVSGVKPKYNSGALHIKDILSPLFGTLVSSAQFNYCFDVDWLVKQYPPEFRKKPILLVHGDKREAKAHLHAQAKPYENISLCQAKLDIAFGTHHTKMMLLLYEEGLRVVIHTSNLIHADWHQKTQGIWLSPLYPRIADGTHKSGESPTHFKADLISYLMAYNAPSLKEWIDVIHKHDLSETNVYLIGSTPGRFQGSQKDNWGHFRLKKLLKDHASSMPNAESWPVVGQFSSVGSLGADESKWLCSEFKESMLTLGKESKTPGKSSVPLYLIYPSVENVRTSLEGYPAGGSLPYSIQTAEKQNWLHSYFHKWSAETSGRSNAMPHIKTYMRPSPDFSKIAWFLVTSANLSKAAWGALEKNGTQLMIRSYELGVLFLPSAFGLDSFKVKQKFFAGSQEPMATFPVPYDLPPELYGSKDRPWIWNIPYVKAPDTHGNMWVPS
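Compounds were preincubated with Tdp1 (1 nM final) for 15 min at room temperature before substrate (15 nM final) started a 5 min reaction; beads (10 ug/ml final) were then added for 10 min before AlphaScreen detection.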
* hit, by the source's call; ? = inconclusive; & = joins results of further samples; [ ] = remark or other dose. % is scaled to controls: 0 for no effect and ±100 for the full control effect; potency is read from the fitted curve at half-maximal effect. The list is partial (hit frequency here may not be typical).

SMILES	TDP1 inh
NC(=S)NCCCC(N)C(=O)O (stereo not given)	-6.1%[56.1 µM]
COc1ccc(NCc2cc3ccc(OC)cc3n(CC(=O)Nc3cc(Cl)ccc3C)c2=O)cc1	2.8%
Cc1cc(C)cc(C#CC2C=CC(Oc3ccc(C4CCCC4)cc3)C(CO)O2)c1 (stereo not given)	3.7%[21 µM]
CO/N=C\[C@@H](OC)[C@H](C)/C=C\CC(=O)OC	6.9%[21 µM]
CCN(CC)c1ccc(/C=C(\C#N)c2nc(-c3cccs3)c(NC(C)=O)s2)cc1	11.0%
CCCOc1cccc(C2/C(=C(/O)c3ccncc3)C(=O)C(=O)N2CCCN(C)C)c1 (stereo not given)	-2.4%
CC(=O)N[C@H]1CSSC[C@@H](C(=O)N2CCC[C@H]2C(=O)N2CCC[C@H]2C(=O)N[C@@H](CCCCN)C(=O)N[C@@H](CC(=O)O)C(N)=O)NC(=O)CNC(=O)[C@H](Cc2c[nH]c3ccccc23)NC(=O)[C@H](CCCNC(=N)N)NC(=O)[C@@H](Cc2ccc(Cl)c(Cl)c2)NC(=O)[C@H](Cc2cnc[nH]2)NC(=O)[C@H](CCC(=O)O)NC1=O	14.1%
CC(C)=NO[C@@H](C)c1cn([C@H](CO)Cc2ccccc2)nn1	6.9%&5.8%[21 µM]
CCN1CCCC1CNC(=O)c1cn(CC)c2ccc(S(=O)(=O)N3CCCCCC3)cc2c1=O (stereo not given)	5.3%
CCC(C)C1/C=C\CCCC(=O)N1Cc1ccc(C)cc1 (stereo not given)	0.0%
O=C(O)C1C2C=CC(O2)C1C(=O)Nc1ccc2c(c1)OCCO2 (stereo not given)	0.0%
CCOC(=O)c1ncc2[nH]c3cccc(OC(C)C)c3c2c1C	17.4%
COc1nc2cc(C)ccc2cc1-c1noc(-c2cccnc2)n1	-3.7%
Cc1cc(NS(=O)(=O)c2ccc(Nc3nc(-c4sc(NC(=O)c5ccccc5)nc4C)cs3)cc2)no1	9.1%
COC(=O)C/C=C\[C@@H](C)[C@@H](/C=N\OC[C@@H](O)[C@H]1O[C@H]2OC(C)(C)O[C@H]2[C@@H]1O)OC	-1.6%[21 µM]
Cc1cc(C)cc(Oc2ccccc2CO)c1	2.7%
Cn1c(CNC(=O)c2ccccc2F)nnc1SCc1nc2ccccc2c(=O)[nH]1	-2.4%
C=CC[C@@H]1C=C[C@@H](O/N=C2/[C@H]3O[C@@H]3[C@@H](O)[C@H]3[C@H]2CCn2c(=O)n(-c4ccccc4)c(=O)n23)[C@@H](CO)O1	?
CCCn1c(=O)c2ccccc2n2c(SCC(=O)c3ccc(F)cc3)nnc12	-1.6%
COC(=O)C1(C(=O)OC)Cc2conc2[C@H]1c1ccccc1	0.6%&4.4%&4.4%
O=C(O)[C@@]1(CCCCCCOc2ccc(Cl)cc2)CO1	6.2%
COc1cc2nc(N3CCN(C(=O)OCc4ccccc4)C(C(=O)NC(C)(C)C)C3)nc(N)c2cc1OC (stereo not given)	10.2%[56.1 µM]
Cc1ccc(NC(=O)C2CCN(S(=O)(=O)c3ccc4c(c3)CCCC(=O)N4)CC2)c(Cl)c1	3.2%
Cc1cc(C)c2nc3s/c(=C/c4ccc5c(c4)n(C)c(=O)n5C)c(=O)n3c2c1	5.2%
C=COC(=O)/C=C/C	10.8%
CC(C)CN(C[C@@H](O)[C@H](Cc1ccccc1)NC(=O)O[C@H]1CCOC1)S(=O)(=O)c1ccc(N)cc1	7.1%
CCCC[C@H]1CCCO[C@@](C(=O)NCc2ccccc2)(C(F)(F)F)C1	-3.8%
Cc1noc(C)c1-c1ccc2ncnc(NCc3ccccc3F)c2c1	6.2%
CC[C@H](C)[C@H](NC(=O)[C@H](CCC(=O)O)NC(=O)[C@@H](N)CO)C(=O)N[C@@H](CCC(N)=O)C(=O)N[C@@H](CC(C)C)C(=O)N[C@@H](CCSC)C(=O)N[C@@H](Cc1cnc[nH]1)C(=O)N[C@@H](CC(N)=O)C(=O)N[C@@H](CC(C)C)C(=O)NCC(=O)N[C@@H](CCCCN)C(=O)N[C@@H](Cc1cnc[nH]1)C(=O)N[C@@H](CC(C)C)C(=O)N[C@@H](C)C(=O)N[C@@H](CO)C(=O)N[C@H](C(=O)N[C@@H](CCC(=O)O)C(=O)N[C@@H](CCCNC(=N)N)C(=O)N[C@@H](CCSC)C(=O)N[C@@H](CCC(N)=O)C(=O)N[C@@H](Cc1c[nH]c2ccccc12)C(=O)N[C@@H](CC(C)C)C(=O)N[C@@H](CCCNC(=N)N)C(=O)N[C@@H](CCCCN)C(=O)N[C@@H](CCCCN)C(=O)N[C@@H](CC(C)C)C(=O)N[C@@H](CCC(N)=O)C(=O)N[C@@H](CC(=O)O)C(=O)N[C@H](C(=O)N[C@@H](Cc1cnc[nH]1)C(=O)N[C@@H](CC(N)=O)C(=O)N[C@@H](Cc1ccccc1)C(=O)O)C(C)C)C(C)C	10.8%
COC(=O)c1ccc(C(NC(=O)OCc2ccccc2)/C(C)=C/[C@@H](C)C(=O)NCc2cc(C)on2)cc1 (stereo not given in full)	6.3%
C/C=C/OC(=O)NC(c1ccccc1)[C@@]1(C(=O)OC)CCCC1=O (stereo not given in full)	6.9%[21 µM]
O=C1C(=O)N(CCc2c[nH]c3ccccc23)C(c2cccnc2)/C1=C(/O)c1ccccc1 (stereo not given)	0.0%
CCC(=O)Nc1nc(C)c(-c2csc(Nc3ccc(S(=O)(=O)Nc4cc(C)on4)cc3)n2)s1	7.0%
Cn1ccc2cc(-c3csc(N4CCC(C(N)=O)CC4)n3)ccc21	-0.2%
CCCC[C@@H]1C[C@H]1C(NC(=O)Cc1ccccc1)c1ccc(Cl)cc1 (stereo not given in full)	-0.9%
O=C(c1cc(-c2ccc(Cl)c(Cl)c2)on1)N1CCCC1	1.1%
O=C1CCCC=C1[C@@H](O)COCc1ccccc1	-0.5%[21 µM]
COCCN(Cc1cc2cc3c(cc2[nH]c1=O)OCO3)C(=O)c1cccs1	5.9%
CCCCOc1ccc(C2C(C(=O)c3ccc(C)o3)=C(O)C(=O)N2Cc2ccco2)cc1 (stereo not given)	10.5%
CC[C@H](C)[C@H](NC(=O)[C@@H](NC(=O)[C@@H](CC(=O)NO)Cc1ccccc1)[C@@H](C)CC)C(=O)O	4.9%
Oc1ccc(CNc2ccccc2Cl)c2cccnc12	0.4%
C#CCn1c(=O)c2c(nc(/C=C/c3cccc(OC)c3)n2C)n(CCCOP(=O)(O)O)c1=O	-13.4%
C=CCOC(=O)N[C@@H](c1ccccc1)[C@@H](C)[N+](=O)[O-]	9.3%
C=CCOC(=O)N[C@H](/C(C(=O)OC)=C(\C)NCc1ccccc1)c1ccc(C)cc1	4.4%
CC(C)[C@]1(c2ccc(Cl)cc2)ON(c2ccccc2C(F)(F)F)C1=O	0.0%
COc1cc(-c2oc3cc(O)cc(O)c3c(=O)c2O[C@@H]2O[C@H](CO)[C@@H](O)[C@H](O)[C@H]2O)cc(OC)c1O	14.1%
COC(=O)c1ccc(C(NC(=O)OCc2ccccc2)/C(C)=C/[C@@H](C)C(=O)NCc2cccnc2)cc1 (stereo not given in full)	10.5%
Oc1ccc(/C=C/c2ccccc2)c2cccnc12	1.5%
Cn1c(-c2ccccc2)c(O)c(=O)c2ccccc21	5.8%[21 µM]
CCOC(=O)C1CCN(c2nc3ccccc3nc2C(C#N)C(=O)NCCc2ccccc2)CC1 (stereo not given)	5.8%
Following part.
SMILES	TDP1 inh
COc1ccc(CNC(=S)Nc2ccccc2-c2ccccc2)cc1	10.7%
COc1ccccc1N/C(N)=N/c1nc(CSc2nc3ccccc3s2)cc(=O)[nH]1	0.0%
CCC/C=C/C(C)O (stereo not given)	5.6%
Cc1cc(C)n2c(Nc3ccc4c(c3)OCCO4)c(-c3ccco3)nc2n1	5.2%
O=C(N1CCc2ccc(S(=O)(=O)N3CCN(S(=O)(=O)c4ccc5c(c4)OCCO5)CC3)cc2C1)C(F)(F)F	0.5%
CCCCCCCCCCCCCCCC(=O)NCCc1ccc(O)c(O)c1	5.0%&-0.3%
CC(C)C[C@@H](/C=C/S(C)(=O)=O)NC(=O)[C@H](CC(C)C)NC(=O)[C@H](CC(C)C)NC(=O)OCc1ccccc1	6.1%
COc1ccc2c(=O)c3c(=O)n(Cc4ccco4)c(C4CCCCC4)nc3oc2c1	3.8%
O=C(Cn1c(CO)nc2ccccc21)NC1CCCCCC1	4.8%
C[n+]1nc(Nc2cccc(F)c2)sc1-c1ccc(C(=O)O)cc1	1.2%
O=C1CSC2(C(=O)N(Cc3ccccc3F)c3ccccc32)N1c1cccc(C(F)(F)F)c1 (stereo not given)	8.5%
CC(C)=CCC/C(C)=C/CC/C(C)=C/CSc1ccccc1C(=O)O	-8.5%[56.1 µM]
N[C@@H](CO)C(=O)NNCc1ccc(O)c(O)c1O	4.7%
O=c1[nH]c(CN2CCN(Cc3ccc4c(c3)OCO4)CC2)nc2sc3c(c12)CCC3	2.1%
COC(=O)C1=C(C(=O)OC)[C@@H]2N(Cc3ccccc3)c3ccccc3[C@@]23C[C@@H](C(=O)OC)N(S(=O)(=O)c2ccc(OC)cc2)C3=N1	11.4%[21 µM]
O=C(CSc1ncc(S(=O)(=O)c2ccc(Cl)cc2)c(=O)[nH]1)Nc1ccc2c(c1)OCCO2	1.0%
CCN(CC)CCCCn1c(-c2ccccc2)nc2c(N(CCOC)CCOC)nc(C)nc21	-0.3%
C=CCN1CCc2c(cc(O)c(O)c2Cl)C(c2cccc(C)c2)C1 (stereo not given)	9.9%
CC(=O)NC1C(=O)SC1(C)C (stereo not given)	5.2%
NC=O	7.6%
Cc1nc(NCc2ccccc2)c2nc(-c3ccccc3)n(C(C)CN(C)C)c2n1 (stereo not given)	9.9%
Cc1ccc2c(c1)-n1c(nc3cc(Cl)ccc3c1=O)C(Cc1ccccc1)NC2=O (stereo not given)	2.8%
CCCc1cc2c(n1CCc1ccc(Cl)cc1)C(C)C1CN(C(=O)c3ccccc3)C(C)(C(=O)OC)C21 (stereo not given)	15.9%
Cc1cc(C2(c3cc(C)c(O)cc3C)OS(=O)(=O)c3ccccc32)c(C)cc1O	26.2%
COC(=O)C(C(=O)OC)[C@@H]1c2ccccc2[C@H]2C(=C[C@@H](C)[C@H]3C(=O)N(c4ccccc4)C(=O)[C@H]32)N1C(=O)OC	2.6%[21 µM]
CCCCc1nc2c(c3c1CC(C)OC3)CN(CCOc1ccccc1)CC2 (stereo not given)	7.9%[21 µM]
COC(=O)c1ccc(C(NC(=O)OCc2ccccc2)/C(F)=C/[C@@H](C)C(=O)N[C@@H](CO)Cc2ccccc2)cc1 (stereo not given in full)	5.7%
Nc1ccc(Sc2cc(Cl)nc(N)n2)cc1	10.5%
COc1ccc(C2Nc3ccccc3C(=O)N2CC(C)(C)C)cc1COc1ccc(NC(C)=O)cc1 (stereo not given)	3.8%
O=S(=O)(c1ccc2c(c1)OCCO2)N1CCN(S(=O)(=O)c2c(F)cc(F)cc2F)CC1	0.1%
Cc1ccc(-c2nc3nc(C)cc(Nc4ccccc4O)n3n2)cc1	3.0%
CC(C)(O)C(=O)O	3.7%
Cc1ccc2nc(NC3=NCN(Cc4ccccc4)CN3)nc(C)c2c1	0.0%
O=[N+]([O-])c1ccccc1CCO	13.8%
O=C1C[C@H](c2ccc(-c3ccccc3)cc2)N1S(=O)(=O)c1ccccc1[N+](=O)[O-]	9.1%
CC1CCC2C(=O)OC(Cc3ccccc3)CN2C1c1ccc(Br)cc1 (stereo not given)	4.8%&10.1%[21 µM]
COC(=O)c1nnc(SC)nc1C(=O)OC	-4.4%
O=C1C=C(NCCO)C(=O)c2cnccc21	3.3%
CC(C)C[C@H](NC(=O)[C@H](CC(C)C)NC(=O)[C@H](Cc1ccc(O)cc1)NC(=O)CNC(=O)[C@H](C)NC(=O)[C@H](CO)NC(=O)[C@H](CC(N)=O)NC(=O)[C@H](CC(C)C)NC(=O)[C@@H](NC(=O)[C@H](Cc1c[nH]c2ccccc12)NC(=O)CN)[C@@H](C)O)C(=O)NCC(=O)N1CCC[C@H]1C(=O)N1CCC[C@H]1C(=O)N1CCC[C@H]1C(=O)NCC(=O)N[C@@H](Cc1ccccc1)C(=O)N[C@@H](CO)C(=O)N1CCC[C@H]1C(=O)N[C@@H](Cc1ccccc1)C(=O)N[C@@H](CCCNC(=N)N)C(N)=O	3.0%
OC[C@H]1O[C@@H](O[C@@H]2OC=C[C@H]3[C@H](O)[C@@H]4O[C@]4(CO)[C@@H]23)[C@H](O)[C@@H](O)[C@@H]1O	4.3%
O=C1C(=O)N(CCCn2ccnc2)C(c2ccccn2)/C1=C(/O)c1ccccc1 (stereo not given)	-4.9%
